Compound activity (PubChem BioAssay)
OXTR potentiate = human OXTR potentiators, primary screen, fluorescence, CHO-OTR cells, Fluo-8 calcium | Oxytocin receptor (Homo sapiens), P30559 | Fluo-8 calcium fluorescence, potentiator mode; 0% = oxytocin EC15, 100% = EC100 | activation, % at 3 µM | actives 0.061% (n = 320,000) | AID 2445, 2010;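 active = activation above that plate's cutoff, the mean activation of tested compounds plus 3 SD, cut at about 6.6% in these data, passing the limit was not always enough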;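 note: 100% uses oxytocin at 75 nM as the full agonist control; some results filed as inactive read as strong as hits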
Target sequence (P30559 whole entry, looked up): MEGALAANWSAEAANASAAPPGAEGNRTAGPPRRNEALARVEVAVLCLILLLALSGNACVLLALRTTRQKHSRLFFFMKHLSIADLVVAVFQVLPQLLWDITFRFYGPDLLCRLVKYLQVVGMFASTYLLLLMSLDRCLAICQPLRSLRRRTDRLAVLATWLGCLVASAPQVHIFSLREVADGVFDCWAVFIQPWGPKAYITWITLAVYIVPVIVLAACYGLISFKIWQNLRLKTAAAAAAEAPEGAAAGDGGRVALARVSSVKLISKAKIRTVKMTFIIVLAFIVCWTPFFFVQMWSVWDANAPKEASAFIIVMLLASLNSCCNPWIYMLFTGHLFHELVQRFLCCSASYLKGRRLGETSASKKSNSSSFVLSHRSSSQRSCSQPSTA
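Dosing: Single dose, 3.0 µM nominal final compound concentration | Material: Human OTR in CHO cells | Technique: Kinetic Fluo-8 calcium fluorescence | Benchmarks: EC15 oxytocin alone as 0%, 75 nM oxytocin as 100% | Probe or stimulus: Oxytocin at about EC15, sub-maximal agonist stimulus | Incubation: Compound 6 min at room temperature before oxytocin, 100 s read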
TAAR1 ag = human TAAR1 agonists, primary screen, Fluo-8 calcium fluorescence, CHO RD-HGA16 cells; Trace amine-associated receptor 1 (Homo sapiens), Q96RJ0; vehicle wells 0%, saturating PEA agonist 100%; activation, % at 3 µM; actives 0.99% (n = 360,000); AID 624467, 2012;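 active = activation above the mean activation of all test compounds in the run plus 3 SD, cut at about 38% in these data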
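System: CHO RD-HGA16 cells carrying human TAAR1 plus Gα16; Incubation: 17-24 h seeding, 75 min 37 °C dye, 30 min RT; Measured by: Fluo-8 fluorescence, 5 s baseline then 140 s kinetic read; Control set: DMSO and PEA EC100; Replication: single well for each compound.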
CHRM1 agonist = human M1 muscarinic receptor agonists, primary screen, Fluo-8 calcium fluorescence, CHO-K1 cells, HTS. Muscarinic acetylcholine receptor M1 (Homo sapiens), P11229. CHO-K1 hM1, agonist mode; 0% DMSO, 100% acetylcholine EC100. activation, % at 3 µM. actives 0.33% (n = 360,000). AID 588814, 2011;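 active = activation above the run's mean compound activation plus 3 SD, cut at about 16% in these data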;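 note: peak over basal fluorescence ratio within a 140 s kinetic read after compound addition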
Target sequence (P11229 whole entry, looked up): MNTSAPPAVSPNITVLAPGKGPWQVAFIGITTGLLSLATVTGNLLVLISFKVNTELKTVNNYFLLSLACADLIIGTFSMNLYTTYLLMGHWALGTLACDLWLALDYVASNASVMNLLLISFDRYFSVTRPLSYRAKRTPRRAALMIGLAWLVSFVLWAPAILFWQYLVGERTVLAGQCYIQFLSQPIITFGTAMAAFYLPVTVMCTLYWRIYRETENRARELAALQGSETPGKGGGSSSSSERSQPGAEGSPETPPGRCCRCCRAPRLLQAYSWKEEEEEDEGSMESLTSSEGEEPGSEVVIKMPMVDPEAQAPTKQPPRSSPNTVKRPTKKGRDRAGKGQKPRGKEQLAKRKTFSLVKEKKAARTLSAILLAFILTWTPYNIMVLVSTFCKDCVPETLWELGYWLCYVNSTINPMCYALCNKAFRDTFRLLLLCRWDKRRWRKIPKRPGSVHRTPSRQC
CHO-K1 Ca antag = M1 antagonist counterscreen hit in parental CHO-K1 cells; ATP-induced calcium, Fluo-8 fluorescence; inhibition, % at 3 µM; actives 0.6% (n = 360,000);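 active = inhibition above a per-plate cutoff, the plate's mean sample inhibition plus 3 SD, cut at about 24% in these data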;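 note: 0% = DMSO plus EC80 ATP and 100% = DMSO alone without ATP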
CHO parental Ca = ATP-evoked calcium signal inhibitors, parental CHO, primary screen, counter-screen for OX1R antagonist project, cell-based, fluorescence, Fluo-8 calcium dye; parental CHO-K1, ATP-induced calcium, Fluo-8 fluorescence; inhibition, % at 5.6 µM; actives 0.63% (n = 330,000); AID 463079, 2010;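 active = inhibition above that plate's mean sample inhibition plus 3 SD, cut at about 26% in these data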;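 note: 0% = ATP-challenged DMSO wells and 100% = DMSO wells without ATP; some compounds past the cut are filed as inactive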
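Assay system: untransfected parental CHO cell line. Also added: ATP agonist challenge. Dosing: one dose, 5.6 µM nominal. Measured by: Fluo-8 fluorescence. Read-out: % inhibition. Benchmarks: ATP wells versus no-ATP DMSO wells. Repeats: no replicates.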
M1 ag parental = counter-screen for M1 agonists: effect in parental CHO-K1 cells | Fluo-8 calcium fluorescence; scaled to maximal ATP response, vehicle zero | activation, % at 3 µM | actives 0.48% (n = 360,000) | AID 602248, 2012; in the data active = activation above about 15%;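 note: untransfected CHO-K1 host cells lacking M1 receptor as counterscreen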
TAAR1 antagonist = human TAAR1 antagonists, primary screen, Fluo-8 calcium fluorescence, CHO RD-HGA16 cells; Trace amine-associated receptor 1 (Homo sapiens), Q96RJ0; antagonist; inhibition, % at 3 µM; actives 1.5% (n = 360,000);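 active = inhibition above a per-plate cutoff, the mean inhibition of test compounds on that plate plus 3 SD, cut at about 49% in these data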;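 note: 0% = DMSO plus EC80 beta-PEA response and 100% = DMSO alone without agonist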
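Test system: RD-HGA16 CHO cells with stable hTAAR1 and Gα16 / Probe or stimulus: EC80 β-phenethylamine stimulus / Times: seeding 17-24 h prior, 75-min 37 °C, 30-min RT dye loading / Detection: Fluo-8 calcium-sensitive fluorescence / Read-out basis: % inhibition scaled between DMSO and EC80 PEA controls / Repeats: singlicate, one well per test compound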
CHO-K1 Ca PAM = nonselective calcium activators in parental CHO-K1 cells, primary screen, counter-screen for M1 PAM project, cell-based, Fluo-8 calcium fluorescence, full deck, 1536-well; actives 0.02% (n = 360,000); activation, % at 3 µM; ATP EC20; 0% at ATP EC20, 100% at ATP max;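 active = activation above the run cutoff, the mean activation of all test compounds plus 3 SD, cut at about 40% in these data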;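 note: peak over basal fluorescence ratio in a 140 s read after ATP addition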
V1R ag counter = agonists of human V1a receptor, primary screen, counter-screen for OXTR agonist project, fluorescence, CHO-V1R cells | Vasopressin V1a receptor (Homo sapiens), P37288 | Fluo-8 calcium fluorescence, agonist mode; 0% DMSO, 100% 3 nM vasopressin | activation, % at 3 µM | actives 0.25% (n = 320,000);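 active = activation above the mean activation of all tested compounds plus 3 SD, per screening run, cut at about 20% in these data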;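 note: signal is peak over basal fluorescence ratio across a 100 second FLIPR read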
The depositor's hits bear a star; / = not tested or not shown.

SMILES	OXTR potentiate	TAAR1 ag	CHRM1 agonist	CHO-K1 Ca antag	CHO parental Ca	M1 ag parental	TAAR1 antagonist	CHO-K1 Ca PAM	V1R ag counter
O=C(N/N=C/c1cc(Cl)cc([N+](=O)[O-])c1O)c1cccc(S(=O)(=O)N2CCOCC2)c1	/	1	-3	-3	/	0.0	-6	7	/
CCCC(CNC(C)=O)(C1=CCCCC1)c1ccccc1 (stereo unspecified)	/	7	-6	-9	/	-0.4	-17	10	/
O=C(CCNS(=O)(=O)c1ccccc1)NNC(=O)COc1ccc(Cl)cc1	1	11	-3	-13	-14	0.3	-4	1	-0.6
COc1cccc(NC(=O)COC(=O)c2nc(Cl)ccc2Cl)c1	-4	0	-4	-14	-6	2.4	1	17	0.1
COc1cc(NS(=O)(=O)c2ccc(N/C=C\C(=O)c3ccc(F)cc3)cc2)nc(OC)n1	-2	-2	-5	-15	-8	0.7	-4	12	0.2
O=C(CC1C(=O)N(c2ccccc2)C(=O)N1C1CCCCC1)Nc1ccccc1 (stereo unspecified)	3	1	-1	-4	-24	0.5	-2	16	-1.0
Cc1ccc(C)c(NS(=O)(=O)c2c(C)nc3sccn3c2=O)c1	-1	3	-5	5	-3	0.7	-22	9	1.1
CC(C(=O)N1CCCCCC1)N(c1ccc(Cl)cc1)S(C)(=O)=O (stereo unspecified)	1	0	-4	-6	-15	1.8	-6	23	0.0
Clc1ccc(C(c2nnnn2C2CCCC2)N2CCN(Cc3ccncc3)CC2)cc1 (stereo unspecified)	-14	1	-5	20	-11	-0.1	-9	-8	-0.7
CCC(CC)c1nc(C#N)c(NC(C)c2ccccc2)o1 (stereo unspecified)	-1	2	-6	-3	-13	0.3	10	13	-1.5
CCOC(=O)C(O)(CC(=O)c1ccc(OC)cc1)C(F)(F)F (stereo unspecified)	-9	2	-5	-7	-28	0.2	-8	5	1.1
CCCN1CCCc2ccccc21	-6	2	-8	2	7	0.4	-11	22	0.2
Cc1ccc(-n2nnnc2SCc2nc3sc(C)c(C)c3c(=O)[nH]2)cc1	1	6	-5	5	-7	-0.2	-7	0	-0.4
Cc1ccc(C2N=C(N)Nc3nc(=O)c4ccccc4n32)cc1 (stereo unspecified)	-5	1	-6	-3	-3	0.1	-42	-6	1.1
COc1cc(CN2CCCCC2C(=O)Nc2ccc(Oc3ccccc3)nc2)ccc1O (stereo unspecified)	-5	4	-5	-13	-10	4.2	-14	15	3.8
CCOc1cc(S(=O)(=O)n2cnc(C)c2)ccc1Cl	-19	6	-15	-12	-21	0.5	-7	21	2.9
COc1ccc(C)cc1NC(=O)c1ccc(S(=O)(=O)N2CCOCC2)cc1	-4	8	-4	3	-9	0.6	10	1	-0.3
Cc1cc(-c2nn(-c3ccccc3F)cc2CN2CCC(C(N)=O)CC2)c(C)s1	0	1	-5	-12	-15	1.1	-14	13	0.3
COc1cc(-c2nc3ccc(C)cn3c2NCc2ccccc2)ccc1SC1CCCCC1	-5	6	-3	-16	-22	0.2	54*	10	-0.4
CC1(C)C[C@H]2C3=CCC4[C@@]5(C)CC[C@H](O)[C@](C)(CO)C5CC[C@@]4(C)[C@]3(C)C[C@H]3O[C@@H]1[C@H](O)[C@]32CO (stereo partly specified)	1	13	-4	1	-3	-0.2	7	-1	0.7
COCCCNc1nc(-c2ccncc2)nc2ccccc12	-9	7	-3	-1	-33	1.9	0	12	0.3
CC(C)Nc1nc(NCCOc2ccccc2Cl)c2sccc2n1	/	3	-5	11	/	4.0	37	-10	/
COc1ccc(-c2nc(Cn3c(SCc4ccc(F)cc4)nc4ccncc43)c(C)o2)cc1OC	-6	5	-10	-10	-23	-0.7	-9	2	-0.8
C[C@@H](C(=O)NCCCCCC(=O)O)n1nnc2ccccc2c1=O	-3	-2	-3	-8	-9	-0.1	-1	13	0.1
OC[C@@H]1CN(Cc2ccncc2)C[C@H](n2cnc3c(NC4CC4)ncnc32)O1	/	2	1	-11	/	-0.1	-12	19	/

Next section
SMILES	OXTR potentiate	TAAR1 ag	CHRM1 agonist	CHO-K1 Ca antag	CHO parental Ca	M1 ag parental	TAAR1 antagonist	CHO-K1 Ca PAM	V1R ag counter
CC(C)C(NC(=O)c1ccco1)C(=O)OCC(=O)Nc1ccc(C(N)=O)cc1 (stereo unspecified)	-9	3	-4	-8	2	0.5	-23	17	0.8
COC(=O)/C=C/c1ccc2c(c1)S(=O)(=O)N(Cc1ccc(OC)cc1)[C@H]2CC(=O)OC	-13	4	-4	-14	-15	1.4	3	15	2.3
O=C(Nc1cccc(-c2nc3ccccc3o2)c1)c1cccnc1	-14	10	-2	0	-17	7.3	67*	3	1.4
Cc1c(Br)ccc(NC(=O)CCN2C(=O)C3C4CCC(C4)C3C2=O)c1C (stereo unspecified)	-15	11	-2	-6	-4	1.4	-6	17	-0.4
O=C(NC1CCCCC1)C1CCCN(c2nnnn2-c2ccccc2)C1 (stereo unspecified)	-2	9	-6	16	-13	-0.3	18	-4	0.0
Cc1ccccc1-n1c(=O)n(Cc2ccc(C(=O)O)cc2)c(=O)c2[nH]cnc21	-11	-1	-4	-14	3	2.4	-20	6	5.5
COCCCn1c(SCC(=O)OC2CCCCC2)nnc1-c1ccco1	5	/	-3	-9	-10	0.4	/	8	-0.2
CCC(C)Nc1nc(N)c([N+](=O)[O-])c(NCCO)n1 (stereo unspecified)	-3	6	-2	-12	-12	1.7	-5	23	0.3
COc1ccc(S(=O)(=O)N2CCOCC2)cc1NC(=O)CCCSc1ccccc1	/	5	-3	-14	/	0.7	4	16	/
CC(C)=C1Cc2ccccc2C1=O	-4	2	-4	-12	-2	0.0	-24	10	0.5
CC(C)C(NC(=O)c1ccc(C(C)(C)C)cc1)C(=O)NCCc1ccccn1 (stereo unspecified)	-10	0	-7	-13	-9	0.9	-25	1	-1.3
CCOC(=O)c1sc(C(=O)OCC)c(OCCO)c1OCCO	-2	4	-3	-1	2	-0.5	-4	1	0.8
CC(NC(=O)c1cccc2c1Oc1ccccc1S2)C(=O)O (stereo unspecified)	/	/	-3	-5	/	0.1	/	7	/
O=C(CCN1C(=O)COc2ccccc21)N1CCN(c2ccccc2)CC1	-1	5	0	-11	-15	0.5	-25	9	-0.2
CNC[C@@H]1OCc2cnnn2CCCC(=O)N([C@H](C)CO)C[C@H]1C	/	2	-7	-14	/	0.5	17	21	/
O=C(NCCN1CCN(c2ccccc2)CC1)Nc1cccc(Br)c1	-12	15	0	8	-10	3.9	19	-1	3.4
COc1cc(C2Nc3ccccc3C(=O)N2c2ccccc2OC)ccc1O (stereo unspecified)	-8	3	-4	14	-5	-0.3	15	-8	0.2
CN(CC(=O)Nc1ccc2c(c1)OCCO2)Cc1nc2ccccc2c(=O)[nH]1	4	0	-3	-10	-19	0.5	-1	2	1.0
Cc1cc(O)c(C(C[N+](=O)[O-])c2ccc(Cl)cc2)c(=O)o1 (stereo unspecified)	-12	9	-3	-6	-10	-0.1	-6	15	-0.4
CCn1cc(C(=O)N[C@@H](CCSC)C(=O)NCCCO)c(=O)c2cc3c(cc21)OCO3	-2	4	-1	-1	-5	0.5	0	-2	1.4
C=CCC1(CC=C)CCCN1C(=O)c1ccc2oc(CCCC)nc2c1	/	11	-7	10	/	-0.7	-13	-3	/
O=C(NNc1c(Cl)cc(Cl)cc1Cl)C1CCC1	1	1	-10	-2	-12	0.2	-9	17	4.3
CCN(CC)CCNC(=O)c1ccc(NC(=O)C2CC(=O)N(CCc3ccc(OC)c(OC)c3)C2)cc1 (stereo unspecified)	-3	9	-8	-15	9	0.5	-7	6	1.3
COc1cccc(C(=O)Nc2c(C)n[nH]c2C)c1	0	-1	-5	-12	-6	1.1	12	13	0.4

Part of the list above in order of molecular weight, lowest first:
SMILES	OXTR potentiate	TAAR1 ag	CHRM1 agonist	CHO-K1 Ca antag	CHO parental Ca	M1 ag parental	TAAR1 antagonist	CHO-K1 Ca PAM	V1R ag counter
COc1cccc(C(=O)Nc2c(C)n[nH]c2C)c1	0	-1	-5	-12	-6	1.1	12	13	0.4
CCCC(CNC(C)=O)(C1=CCCCC1)c1ccccc1 (stereo unspecified)	/	7	-6	-9	/	-0.4	-17	10	/
Cc1cc(O)c(C(C[N+](=O)[O-])c2ccc(Cl)cc2)c(=O)o1 (stereo unspecified)	-12	9	-3	-6	-10	-0.1	-6	15	-0.4
C[C@@H](C(=O)NCCCCCC(=O)O)n1nnc2ccccc2c1=O	-3	-2	-3	-8	-9	-0.1	-1	13	0.1
C=CCC1(CC=C)CCCN1C(=O)c1ccc2oc(CCCC)nc2c1	/	11	-7	10	/	-0.7	-13	-3	/
CC(C)Nc1nc(NCCOc2ccccc2Cl)c2sccc2n1	/	3	-5	11	/	4.0	37	-10	/
OC[C@@H]1CN(Cc2ccncc2)C[C@H](n2cnc3c(NC4CC4)ncnc32)O1	/	2	1	-11	/	-0.1	-12	19	/
Cc1cc(-c2nn(-c3ccccc3F)cc2CN2CCC(C(N)=O)CC2)c(C)s1	0	1	-5	-12	-15	1.1	-14	13	0.3
COc1cc(CN2CCCCC2C(=O)Nc2ccc(Oc3ccccc3)nc2)ccc1O (stereo unspecified)	-5	4	-5	-13	-10	4.2	-14	15	3.8
COC(=O)/C=C/c1ccc2c(c1)S(=O)(=O)N(Cc1ccc(OC)cc1)[C@H]2CC(=O)OC	-13	4	-4	-14	-15	1.4	3	15	2.3
COc1ccc(S(=O)(=O)N2CCOCC2)cc1NC(=O)CCCSc1ccccc1	/	5	-3	-14	/	0.7	4	16	/
COc1cc(-c2nc3ccc(C)cn3c2NCc2ccccc2)ccc1SC1CCCCC1	-5	6	-3	-16	-22	0.2	54*	10	-0.4
